Bioassay records (PubChem BioAssay)
TWEAK-Fn14 inh – inhibitors of TWEAK-Fn14 interaction signaling; TWEAK-stimulated Fn14 reporter cells, luciferase luminescence, 8 h; AID 1159606; hit rate 2% among 360,000; inhibition, % at 10 µM; in the data active = inhibition above about 50%
Shn3 3UTR inh – inhibitors of Schnurri-3 3'UTR reporter in osteoblasts; inhibition, % at 12.5 µM; AID 588674; Clone20 osteoblast Shn3 3'UTR firefly luciferase, 24 h; hit rate 0.52% among 360,000;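 active = mean inhibition of at least 75% with every replicate also reaching 75%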;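 note: 0% = median of neutral control wells and 100% = pilot-screen positive control compound; some compounds past the cut are filed as inactive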
NR2E3 ag-1 – human photoreceptor-specific nuclear receptor agonism; inhibition of corepressor binding, % at 3.98 µM; AID 602229; CHO-S Gal4-NCOR/VP16-NR2E3 two-hybrid, luciferase; Q9Y5X4; hit rate 0.35% among 360,000;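 active = inhibition above the mean of all tested compounds plus 3 SD, cut at about 70% in these data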;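 note: 0% = DMSO with NR2E3 transfected cells and 100% = cells lacking NR2E3 construct; higher means lower luciferase signal from less NR2E3 corepressor binding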
Target sequence (Q9Y5X4 whole entry, looked up, the tested form may be a part): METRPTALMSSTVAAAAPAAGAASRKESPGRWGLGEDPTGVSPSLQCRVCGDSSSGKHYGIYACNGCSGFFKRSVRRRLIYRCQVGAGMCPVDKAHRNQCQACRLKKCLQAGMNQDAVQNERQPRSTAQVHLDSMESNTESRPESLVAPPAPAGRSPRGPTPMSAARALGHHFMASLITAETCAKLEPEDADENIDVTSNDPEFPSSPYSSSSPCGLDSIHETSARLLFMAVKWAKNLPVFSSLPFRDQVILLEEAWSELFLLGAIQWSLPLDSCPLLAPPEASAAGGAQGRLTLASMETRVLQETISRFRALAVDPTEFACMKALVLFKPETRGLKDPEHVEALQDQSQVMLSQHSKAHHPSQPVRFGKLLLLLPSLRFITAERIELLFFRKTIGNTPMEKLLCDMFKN
KKLEB tox – counter-screen for CF NF-kB inhibitors: cytotoxicity; activity change (cytotoxicity), % at 5 µM; AID 602141; hit rate 0.36% among 360,000; KKLEB CF airway cells viability, ATPlite luminescence, overnight; active compounds read low; cells stimulated with P. aeruginosa culture filtrate;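 active = corrected activity change at or below -50% at 5 µM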
NR2E3 ag-2 – agonists of human nuclear receptor NR2E3; Q9Y5X4; inhibition of corepressor binding, % at 4.78 µM; AID 2300; hit rate 0.12% among 320,000; GST-NR2E3/biotin-RetCOR TR-FRET, 1536-well;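 active = percent inhibition above the cutoff of mean plus 3 SD of all tested compounds, set per screening campaign, cut at about 20% in these data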;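 note: 0% = DMSO wells and 100% = biotin wells as full block of FRET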
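System: GST-tagged NR2E3 plus biotinylated RetCOR corepressor; Amount: 1.35 nM GST-tagged NR2E3 final; Dosing: single nominal compound dose of 4.8 µM; Schedule: 5 h incubation at 4 °C; Technique: TR-FRET with europium anti-GST and streptavidin-D2, 340 nm excitation; Controls: biotin wells as high control, 0.6% DMSO wells as low control.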
TRPM1 prom inh – inhibitors of MITF-driven TRPM1 promoter in melanoma cells; hit rate 0.83% among 330,000; inhibition, % at 12.5 µM; SK-MEL-5 TRPM1 promoter luciferase, 24 h;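 active = mean inhibition across replicates of 60% or more, whatever share of single replicates reaches that level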; note: values of inactives mirror those of a sister screen read the other way
HIF-2a inh – HIF-2a inhibition; 786-0 RCC cells HIF-2a reporter, luciferase luminescence, overnight; inhibition, % at 18.8 µM; hit rate 0.72% among 360,000; AID 624352;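 active = inhibition of the luminescence signal of 40% or more relative to plate controls, in a single-dose primary screen at 18.75 µM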
Peg3 prom inh – inhibitors of Peg3 promoter; HeLa PEG-Prom luciferase reporter, luminescence, overnight; inhibition, % at 20 µM; hit rate 1.7% among 360,000; AID 588405;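 active = inhibition of at least 50% at 20 µM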
aDG glyco act – increases alpha dystroglycan glycosylation. hit rate 0.22% among 360,000. Pro5-aDG cells, alpha-DG glycosylation AlphaScreen (IIH6); 0% Pro5, 100% B10-LARGE cell signal. activation, % at 10 µM;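 active = activation of at least 8% versus controls, or a plate z-score of at least 8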;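 note: Pro5 are CHO cells carrying HIG-tagged alpha-DG that lacks glycosylation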
iPSC survival up – enhancers of human iPSC single-cell survival | hiPSC single-cell survival, ATPlite luminescence; 100% = ROCK inhibitor wells, 0% = DMSO | survival enhancement, % at 20 µM | hit rate 0.044% among 360,000 | AID 602274; in the data active = survival enhancement above about 18%;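 note: cells exposed to compounds for 16 hours before the ATP read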
CF NFkB inh – inhibitors of cystic fibrosis induced NF-kB; inhibition, % at 5 µM; KKLEB NF-kB-GFP reporter, PAF-induced, GFP fluorescence overnight; hit rate 0.86% among 360,000;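 active = at least 50% inhibition at 5 µM, scaled per plate between neutral and stimulator controls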;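 note: PAF is a Pseudomonas aeruginosa culture filtrate used as stimulus; plate controls were PAF-stimulated DMSO wells for no effect and unstimulated DMSO wells for full effect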
Active calls of the source: *; nt = no result given. This is a random part of the collection (roughly 4.4% active in at least one column).

No.	smiles	TWEAK-Fn14 inh	Shn3 3UTR inh	NR2E3 ag-1	KKLEB tox	NR2E3 ag-2	TRPM1 prom inh
1	CCOc1ccccc1NC(=O)N1CCCC1C(=O)Nc1ccc(NC(C)=O)cc1 (stereo not drawn)	4	0	-14	6	-1	1
2	COc1ccc(NC(=O)C2CCCN(c3cnccn3)C2)c(OC)c1 (stereo not drawn)	-14	-8	-5	8	0	3
3	Cc1ccc(-c2nc3ccc(Cl)cn3c2Cc2ccccc2)cc1	-22	-76	-30	-14	nt	nt
4	COc1ccccc1N1CCN(Cc2nc(-c3ccc(F)cc3)oc2C)CC1	-6	31	-19	-20	4	12
5	COC(=O)CC1C(=O)NCCN1C(=O)CSc1nc2ccccc2o1 (stereo not drawn)	-11	-1	-13	-5	2	-1
6	CC(C)(C)NC(=O)C(c1cccs1)N(C(=O)C(=O)NC1CCCC1)c1ccccc1F (stereo not drawn)	11	-1	7	0	0	-17
7	COc1cccc(-c2cnc(C(O)c3c(C)cc(C)cc3C)[nH]2)c1 (stereo not drawn)	5	10	10	-8	nt	nt
8	COCCNC(=O)c1cc(-c2cccnc2)nc2ccc(Br)cc12	4	6	-5	7	8	-12
9	Cn1c(=O)c2[nH]c(SCCN3CCOCC3)nc2n(C)c1=S	-11	22	4	1	nt	-7
10	O=C(C1=C[C@@H](c2ccc(C(F)(F)F)cc2)C[C@@H](OCCCCO)O1)N1CCCCCCC1	-10	2	13	-9	0	6
11	COc1ccc(CC(=O)Nc2cccc(SC)c2)cc1OC	-9	52	12	-10	nt	13
12	COc1ccc(C2Oc3ccccc3C3=C2C(c2cccs2)n2ncnc2N3)cc1 (stereo not drawn)	40	8	-60	-6	0	23
13	CN(C)C(=S)Nc1cccc(-c2n[nH]c(=S)o2)c1	11	5	1	-5	6	4
14	NS(=O)(=O)c1ccc(CCNC(=O)c2ccc[nH]c2=S)cc1	8	11	-27	4	-6	5
15	Cc1cc(OCCCCCN2CCCC2)ccc1Cl	-7	1	9	5	-1	-10

No.	HIF-2a inh	Peg3 prom inh	aDG glyco act	iPSC survival up	CF NFkB inh
1	19	-1	-0.2	3.1	-1
2	3	4	0.1	0.7	11
3	-206	-130	0.1	0.1	-9
4	16	8	0.2	-0.6	-7
5	17	12	-0.1	-0.5	-1
6	-6	-32	0.2	0.1	14
7	9	11	0.1	1.1	9
8	8	7	-0.1	0.6	-22
9	7	8	-0.4	0.7	17
10	6	15	-0.1	-3.5	4
11	12	11	1.6	-0.1	2
12	24	40	-0.3	-1.7	10
13	4	12	0.0	0.5	0
14	23	-1	0.0	2.0	-16
15	-23	7	0.5	5.3	15

Continued.
No.	smiles	TWEAK-Fn14 inh	Shn3 3UTR inh	NR2E3 ag-1	KKLEB tox	NR2E3 ag-2	TRPM1 prom inh
16	COC(=O)c1c(C)oc(C)c1S(=O)(=O)NCc1cccs1	-4	-6	-3	-4	3	0
17	O=C(NCCN1CCN(Cc2ccccc2)CC1)Nc1cc(Cl)cc(Cl)c1	1	10	-5	-17	-1	7
18	O=C(COC(=O)CCC(=O)c1ccc(F)cc1)NCc1ccco1	-4	-19	15	14	1	1
19	CCc1cc(=O)oc2c3c(cc(OCC(=O)NCc4ccccn4)c12)OC(C)(C)CC3	-7	-12	-32	17	2	0
20	C=CCNC(=O)NC(=O)COC(=O)CC(NC(N)=O)c1ccc(Cl)cc1 (stereo not drawn)	1	-3	10	-8	-2	0
21	CCCCNc1c(-c2ccc(SC3CCCCC3)c(OC)c2)nc2ccc(Cl)cn12	-5	-8	-17	-17	2	-7
22	O=c1oc2ccccc2c2nccnc12	-3	9	1	8	2	2
23	O=C(NC1CCN(Cc2ccc3ccccc3c2)CC1)c1ccccc1	16	7	-12	-4	-2	4
24	Cc1c(N2C(=O)/C(=C/c3cccc4ccccc34)SC2=S)c(=O)n(-c2ccccc2)n1C	31	9	0	5	6	16
25	COc1ccc(N(C(C)C(=O)Nc2ccc(S(=O)(=O)N3CCCCC3)cc2)S(C)(=O)=O)cc1 (stereo not drawn)	0	21	5	2	4	6
26	CCNc1c(NC(=O)c2cccs2)c(=O)oc2ccccc12	19	-14	7	-2	5	3
27	COc1ccc(N2CC(C(=O)N[C@H](C(=O)NC3CCCC3)C(C)C)CC2=O)cc1 (stereo partly drawn)	-11	4	12	-8	1	2
28	O=C(NCc1ccccc1)C(c1ccccn1)N(C(=O)c1csnn1)c1ccccc1F (stereo not drawn)	1	-3	0	2	1	5
29	O=C(NCCO)C(O)C(O)C(=O)NCCO (stereo not drawn)	-11	9	-15	16	5	1
30	O=C(NCCCn1ccnc1)c1cc2nc(-c3ccc(Br)cc3)cc(C(F)(F)F)n2n1	-14	-1	-16	-4	-1	-4

No.	HIF-2a inh	Peg3 prom inh	aDG glyco act	iPSC survival up	CF NFkB inh
16	13	7	0.0	0.3	-4
17	18	29	0.7	-0.8	13
18	10	-2	-0.1	2.4	12
19	-7	0	-0.1	1.6	-1
20	7	-2	0.2	-1.0	2
21	-30	-7	0.2	-0.6	23
22	7	12	-0.3	2.0	-3
23	10	18	0.2	-0.2	5
24	-17	2	-0.3	3.2	-33
25	8	11	0.0	0.2	-6
26	-37	-4	0.0	0.2	13
27	9	-12	-0.1	-0.2	19
28	10	11	0.1	-0.6	9
29	4	-1	0.0	-1.7	2
30	16	20	0.2	-2.4	2

Reprinted from the part before: 2 compounds; new compounds follow.
No.	smiles	TWEAK-Fn14 inh	Shn3 3UTR inh	NR2E3 ag-1	KKLEB tox	NR2E3 ag-2	TRPM1 prom inh
29	O=C(NCCO)C(O)C(O)C(=O)NCCO (stereo not drawn)	-11	9	-15	16	5	1
30	O=C(NCCCn1ccnc1)c1cc2nc(-c3ccc(Br)cc3)cc(C(F)(F)F)n2n1	-14	-1	-16	-4	-1	-4
31	O=C(CN(c1ccc(F)cc1)S(=O)(=O)c1ccc2c(c1)OCCO2)Nc1ccc2c(c1)OCO2	14	7	-12	-5	2	0
32	CCOC(=O)N/N=C/c1c(C)nn(-c2ccccc2Cl)c1Cl	-25	-33	-68	-7	2	-46
33	CC(C)C(=O)NC(=S)N(Cc1ccccc1)Cc1ccccc1	-12	2	-11	0	1	-3
34	O=C(CCc1nc2ccccc2c(=O)[nH]1)NNC(=O)c1cccc(Cl)c1	-6	8	-26	-3	0	12
35	CC1=C(C(=O)Nc2ccccc2)C2(CCCCC2)C(C#N)=C(S)N1	-3	-18	5	15	2	-2
36	COCCNC(=O)C1CCCN(Cc2ccccc2F)CC1 (stereo not drawn)	1	-15	-36	6	nt	nt
37	C=CCn1c(=S)[nH]c2scc(-c3cccs3)c2c1=O	-2	-9	-35	8	nt	-7
38	CC(C)c1cccc(C(C)C)c1OCCCCN1CCCC1	-9	11	-13	-8	-1	-10
39	CC(NC(=O)Cn1c(=O)[nH]c2ccsc2c1=O)C12CC3CC(CC(C3)C1)C2 (stereo not drawn)	-13	-3	5	2	2	7
40	CC(C)(C)c1cnnn1-c1ccc(-c2csc(N)n2)cc1	-2	-23	0	2	1	0
41	CC(C)Cc1nnc(NC(=O)CCC(=O)N2CCN(Cc3ccc(Cl)cc3)CC2)s1	21	40	-26	-2	2	10
42	Cc1ccc(C)c(NC(=S)N2CCCC2)c1	-6	15	6	8	1	-8
43	Cn1c(=O)c2c(nc(NCCc3ccccc3)n2Cc2ccc(F)cc2)n(C)c1=O	42	56	-30	-4	0	10
44	O=c1cc(O)nc(SCc2ccc(Cl)cc2)[nH]1	6	12	10	5	5	-10
45	Cc1cccc(C(=O)Nc2ccc(NC(=O)c3ccccc3)cc2)c1	-7	5	-20	9	-1	2
46	CCn1c(SCC(=O)Nc2cccc(NC(=O)c3ccco3)c2)nnc1-c1cccs1	-3	0	1	-12	4	-5

No.	HIF-2a inh	Peg3 prom inh	aDG glyco act	iPSC survival up	CF NFkB inh
29	4	-1	0.0	-1.7	2
30	16	20	0.2	-2.4	2
31	6	12	-0.1	-1.8	-4
32	-223	-210	-0.1	-1.8	-13
33	5	15	1.3	3.0	-4
34	6	2	0.5	-0.5	18
35	-28	-2	0.1	0.6	-5
36	2	1	-0.2	2.5	-23
37	-24	11	0.0	1.1	-22
38	8	1	0.1	-3.8	10
39	10	23	-0.1	-0.6	-9
40	-10	-6	0.0	-0.6	22
41	7	9	0.4	0.0	1
42	15	7	0.2	0.1	-2
43	-1	34	0.7	-0.5	34
44	25	-7	-0.2	0.3	2
45	-47	-32	0.0	-0.3	-4
46	-1	-2	0.0	7.9	4

Sorted by the number under Peg3 prom inh (falling): five from the list above.
| # | Structure | TWEAK-Fn14 inh | Shn3 3UTR inh | NR2E3 ag-1 | NR2E3 ag-2 | TRPM1 prom inh | HIF-2a inh | Peg3 prom inh | aDG glyco act | CF NFkB inh |
| --- | --- | --- | --- | --- | --- | --- | --- | --- | --- | --- |
| 43 | Cn1c(=O)c2c(nc(NCCc3ccccc3)n2Cc2ccc(F)cc2)n(C)c1=O | 42 | 56 | -30 | 0 | 10 | -1 | 34 | 0.7 | 34 |
| 33 | CC(C)C(=O)NC(=S)N(Cc1ccccc1)Cc1ccccc1 | -12 | 2 | -11 | 1 | -3 | 5 | 15 | 1.3 | -4 |
| 42 | Cc1ccc(C)c(NC(=S)N2CCCC2)c1 | -6 | 15 | 6 | 1 | -8 | 15 | 7 | 0.2 | -2 |
| 46 | CCn1c(SCC(=O)Nc2cccc(NC(=O)c3ccco3)c2)nnc1-c1cccs1 | -3 | 0 | 1 | 4 | -5 | -1 | -2 | 0.0 | 4 |
| 45 | Cc1cccc(C(=O)Nc2ccc(NC(=O)c3ccccc3)cc2)c1 | -7 | 5 | -20 | -1 | 2 | -47 | -32 | 0.0 | -4 |
